PostGolgi yeast – phenotypic screen on post-Golgi transport, primary screen. 98,000 tested, 0.9% active. post-Golgi transport phenotypic cell assay. inhibition, % at 10 µM. AID 739, 2007;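 also: yeast cells grown in 1536-well plates; yeast grown about 18 h at 30C before absorbance read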
PLAP act – PLAP enzyme activators, biochemical, luminescence, HTS. AID 696, 2007. activation fold at 20 µM. 96,000 tested, 1.2% active. Alkaline phosphatase, placental type (Homo sapiens), P05187. purified PLAP enzyme, luminescent substrate read-out; stronger effect = higher value; in the data active = activation fold above about 2
CD11b adhes inh – inhibitors of CD11b/CD18 adhesion to fibrinogen, primary screen, K562 cells, luminescence | ATPlite luminescence; Mn2+ added to activate the integrin | inhibition, % at 10 µM | 93,000 tested, 0.54% active;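 active = primary inhibition of 50% or more at 10 µM, then 40% or more on retest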; also: some results filed as inactive read as strong as hits
S1P2 blocker – human S1P2 receptor antagonists, primary screen, cell-based. inhibition, % at 5 µM. AID 736, 2007. cell-based S1P2 antagonist assay, inhibition at 5 uM. Sphingosine 1-phosphate receptor 2 (Homo sapiens), O95136. 97,000 tested, 0.21% active; in the data active = inhibition above about 45%;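 also: CRE beta-lactamase reporter cells expressing human S1P2 stimulated with S1P; 0% = agonist at EC80 alone and 100% = agonist plus reference antagonist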
Target sequence (O95136 whole entry, looked up): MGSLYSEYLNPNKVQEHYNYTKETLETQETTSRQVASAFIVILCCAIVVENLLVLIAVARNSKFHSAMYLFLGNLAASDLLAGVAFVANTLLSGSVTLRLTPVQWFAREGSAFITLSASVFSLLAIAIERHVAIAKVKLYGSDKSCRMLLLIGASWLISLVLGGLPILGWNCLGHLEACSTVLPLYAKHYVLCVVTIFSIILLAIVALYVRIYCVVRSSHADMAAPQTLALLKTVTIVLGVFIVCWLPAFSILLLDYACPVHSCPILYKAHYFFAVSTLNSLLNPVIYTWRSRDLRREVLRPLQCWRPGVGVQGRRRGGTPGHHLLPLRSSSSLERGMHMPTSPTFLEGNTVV
PostGolgi ctrl – growth inhibition of yeast control strain, primary screen, counter-screen for post-Golgi transport modulator project; inhibition, % at 10 µM; efflux-deficient yeast background strain, growth absorbance A615, 16 h; AID 738, 2007; 98,000 tested, 5% active
sEH activator – soluble epoxide hydrolase activators, primary screen, biochemical, human sEH. Bifunctional epoxide hydrolase 2 (Homo sapiens), P34913. purified human sEH enzymatic activity, activator screen. activation, % at 2 µM. 91,000 tested, 0.04% active. AID 717, 2007; in the data active = activation above about 37%; also: values of inactives mirror those of a sister screen read the other way
Target sequence (P34913 whole entry, looked up): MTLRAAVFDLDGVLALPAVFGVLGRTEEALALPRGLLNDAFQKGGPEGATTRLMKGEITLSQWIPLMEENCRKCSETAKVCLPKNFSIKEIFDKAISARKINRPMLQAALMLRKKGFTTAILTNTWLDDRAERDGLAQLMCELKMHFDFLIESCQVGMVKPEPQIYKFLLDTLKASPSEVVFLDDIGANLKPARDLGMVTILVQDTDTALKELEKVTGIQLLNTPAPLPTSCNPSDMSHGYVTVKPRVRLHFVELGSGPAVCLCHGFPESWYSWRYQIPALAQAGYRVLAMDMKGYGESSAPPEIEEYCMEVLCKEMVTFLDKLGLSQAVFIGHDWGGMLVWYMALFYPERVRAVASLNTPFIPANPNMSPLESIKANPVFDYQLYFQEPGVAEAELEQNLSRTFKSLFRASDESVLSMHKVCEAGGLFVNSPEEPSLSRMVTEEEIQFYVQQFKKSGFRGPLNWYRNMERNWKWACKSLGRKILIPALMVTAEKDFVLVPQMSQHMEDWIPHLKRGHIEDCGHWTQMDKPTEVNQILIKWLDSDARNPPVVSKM
sEH inhibitor – soluble epoxide hydrolase inhibitors, primary screen, biochemical, human sEH. AID 707, 2007. inhibition, % at 2 µM. 91,000 tested, 0.34% active. recombinant human sEH enzymatic activity assay. Bifunctional epoxide hydrolase 2 (Homo sapiens), P34913; in the data active = inhibition above about 80%; also: values of inactives mirror those of a sister screen read the other way; many of its hits are not listed in these tables
S1P2 agonist – S1P2 receptor agonists, primary screen, cell-based | S1P2-expressing cell line, agonist reporter read-out | activation, % at 4.5 µM | 97,000 tested, 0.46% active; in the data active = activation above about 16%;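 also: 0% = vehicle low control and 100% = maximal reference agonist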
E coli WT exp – growth inhibitors of wild-type E. coli, primary screen, strain BW25113, expanded library, OD600; growth inhibition, % at 100 µM; 98,000 tested, 0.15% active; OD600 absorbance;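 active = growth inhibition above about 50% at one test dose, limit read from the data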;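 also: growth measured after 20 h incubation at 37 °C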
* = called active by the depositor; / = not tested or not shown. Rule as the data show it, unless noted: active = inhibition above about 30%; inactive = the rest.

Results follow in this order: PostGolgi yeast	PLAP act	CD11b adhes inh	S1P2 blocker	PostGolgi ctrl	sEH activator	sEH inhibitor	S1P2 agonist	E coli WT exp
CNC(=O)/C(=N\O)c1ccccc1
  7	1	1	/	8	/	/	/	-6
O=C(CN1C(=O)c2ccccc2C1=O)OCC(=O)N1CCc2ccccc2C1
  4	0.7	2	/	-11	/	/	/	-2
O=C(c1ccc(Cl)cc1)c1cc(-c2ccccn2)c(N2CCOCC2)s1
  4	1.1	/	16	49*	14	-15	-4	-10
Cc1ccc(NC(=O)CS(=O)CC(=O)N(C2CCCC2)C(C)C(=O)NC2CCCCC2)cc1 (stereo not drawn)
  -5	/	/	-3	-1	7	-7	-6	13
Cc1noc(C)c1COC(=O)C1COc2ccccc2O1 (stereo not drawn)
  -2	1	2	4	13	4	-4	-6	8
O=C(c1ccncc1)N1CCN(C(=O)c2ccco2)CC1
  9	1	-2	-20	24	1	-3	-7	-2
CC(=O)c1c(C)nn(C(C)CC(=O)O)c1C (stereo not drawn)
  -1	/	/	2	-5	2	3	0	-10
CC(C)OC(=O)CN1C(=O)S/C(=C/c2ccc(N3CCCCC3)o2)C1=O
  5	1.5	0	16	6	-24	26	-9	2
CCCC(=O)Nc1sc(C)c(C)c1C(=O)Nc1cccc(C)c1
  2	0.9	/	16	5	8	-4	-3	-2
N#CC1=C(N)C(C#N)(C#N)C(c2cccnc2)C2CN(C(=O)OCc3ccccc3)CC=C12 (stereo not drawn)
  /	/	/	-24	/	6	-6	-3	/
O=C(CCn1c(=O)c2sccc2n(Cc2cc(=O)n3ccccc3n2)c1=O)NCc1ccco1
  9	1.1	-1	14	3	10	-13	-5	1
CCCS(=O)(=O)N1CCN(C(=O)c2cc(OC)cc(OC)c2)CC1
  -5	1.1	-6	3	-1	-1	2	-2	4
Nc1nc2ccc(-c3nc4ccccc4o3)cc2s1
  /	/	/	-8	/	12	-12	-1	/
CN(CC(=O)NCc1ccccc1)S(=O)(=O)c1cnc[nH]1
  -3	1	21	4	12	-9	12	-6	-3
COc1ccc(CN2CCN(S(=O)(=O)c3ccc(F)cc3)CC2)cc1OC
  -1	1.2	-1	18	5	/	/	-1	1
CC(C(=O)NCc1cccs1)n1cccc1 (stereo not drawn)
  8	0.9	4	-9	0	-3	2	-4	8
CN(CC(=O)N1CCN(c2cccc(Cl)c2)CC1)S(=O)(=O)c1cccs1
  -26	1.7	9	-3	6	18	-22	-4	-11
CCOc1ccc(=O)n(-c2ccccc2)n1
  /	/	/	16	/	-14	14	-8	/
CCNc1nc(NCC)nc(-n2nc(C)cc2C)n1
  5	1.2	-10	/	20	/	/	/	9
O=C1C(Cc2ccc(O)cc2)NC(=S)N1c1ccccc1 (stereo not drawn)
  0	0.9	/	22	4	-5	6	-1	2
Cc1ccccc1CS(=O)(=O)Cc1ccc(C(=O)NCc2ccccn2)o1
  -3	1	/	19	8	2	-3	-7	1
CCNC(=O)CSc1nc2ccccc2c(=O)n1CCCOC(C)C
  21	1.4	-20	/	14	/	/	/	-1
Cc1ccc(NC(=O)Cn2cccc2)cc1Cl
  -5	1.4	/	-9	1	-7	10	-1	4
CN1CCc2c(sc3c2c(=O)n(-c2ccc(Cl)cc2)c2nncn32)C1
  6	1	9	6	24	/	/	-3	-3
Cc1ccc(-c2csc3ncnc(SCC(=O)Nc4nnc(C)s4)c23)cc1
  -5	1.1	-22	3	33*	14	-12	-5	-5
COc1ccc(OC)c(C2=NOC(C(=O)NCc3ccccn3)C2)c1 (stereo not drawn)
  -5	0.9	-31	18	0	-3	4	1	7
CC(C)(C)NC(=O)NC(=O)CSc1nnc(-c2ccccc2F)n1N
  -3	0.9	-4	-18	-8	12	-13	-3	8
COc1c(Cl)cc(-c2noc(C)c2C(=O)NCc2ccccc2)cc1Cl
  -1	1.1	-2	-23	10	14	-15	-2	2
COCCCn1cnc2c(c1=O)c1nc3ccccc3nc1n2CCc1ccccc1
  16	1.4	-3	-13	9	0	1	-8	-9
CCOc1ccc(Nc2nc3cc(S(=O)(=O)N(CC)CC)ccc3o2)cc1
  10	0.9	8	-9	6	0	-1	-4	-15
CCCNC(=O)NC(=O)COc1c(F)c(F)cc(F)c1F
  -1	1	/	-2	14	1	2	-3	5
CCOC(=O)C1CCN(C(=O)Cc2c(C(=O)O)n(C)c3ccccc23)CC1
  -9	1.3	44	2	17	-3	5	-2	-4
Nc1nnc(SCc2cccc(C(F)(F)F)c2)s1
  1	0.8	9	-7	11	5	-8	-1	9
Cc1nnc(SCC(=O)NC2CCCCC2)n(N)c1=O
  7	0.8	8	-4	4	-12	11	-2	0
COc1ccc(CNC(=O)c2ccc(NC(=O)CC3SC(N4CCCC4)=NC3=O)cc2)cc1 (stereo not drawn)
  13	1.3	/	4	10	-61	60	-9	0
CCc1ccc2c(c1)/C(=N/N(C)C(=S)NC)C(=O)N2
  -3	0.9	5	20	8	15	-11	-12	1
COc1ccc(OC)c2c1sc(=NC(=O)CN1C(=O)CCC1=O)n2C
  -5	1	-5	-6	4	/	/	1	-2
CC1(C)Cc2c(sc3nc(SCC(=O)NCc4ccccc4)n(-c4ccccc4)c(=O)c23)CS1
  9	1	/	10	13	-13	14	-1	-6
Cc1cccc(N2CCN(C(=O)c3cn(C)c(=O)c4c3c3ccccc3n4C)CC2)c1C
  3	1.2	4	17	60*	7	-6	-2	-1
O=C(COC(=O)c1ccccn1)Nc1ccccc1Cl
  1	1	8	9	3	-1	0	-8	3
COc1ccc(C(=O)N2CCC(C(=O)Nc3ccccc3OC)CC2)cc1
  -2	1.4	-3	-9	-4	1	-2	-1	3
CCc1cc2c(=O)c(-c3cscn3)coc2c(CN(C)C)c1O
  7	0.8	-20	-20	8	-7	11	-6	-1
CCCN(CC1CC1)c1nc(N)c2c(N)nc(OC)cc2c1C#N
  8	1	-1	-22	35*	-1	2	2	-10
COc1nc(-c2ccccc2)ccc1-c1noc(-c2ccccc2)n1
  0	0.9	4	2	0	/	/	-3	-7
OCc1nc2ccccc2n1CC(O)Cn1ccc2ccccc21 (stereo not drawn)
  -5	1.9	29	-7	5	-1	-1	-9	2

As a working copy, 9 of the compounds above.
Results follow in this order: PostGolgi yeast	PLAP act	CD11b adhes inh	S1P2 blocker	PostGolgi ctrl	sEH activator	sEH inhibitor	S1P2 agonist	E coli WT exp
COc1ccc(OC)c2c1sc(=NC(=O)CN1C(=O)CCC1=O)n2C
  -5	1	-5	-6	4	/	/	1	-2
CC1(C)Cc2c(sc3nc(SCC(=O)NCc4ccccc4)n(-c4ccccc4)c(=O)c23)CS1
  9	1	/	10	13	-13	14	-1	-6
Cc1cccc(N2CCN(C(=O)c3cn(C)c(=O)c4c3c3ccccc3n4C)CC2)c1C
  3	1.2	4	17	60*	7	-6	-2	-1
O=C(COC(=O)c1ccccn1)Nc1ccccc1Cl
  1	1	8	9	3	-1	0	-8	3
COc1ccc(C(=O)N2CCC(C(=O)Nc3ccccc3OC)CC2)cc1
  -2	1.4	-3	-9	-4	1	-2	-1	3
CCc1cc2c(=O)c(-c3cscn3)coc2c(CN(C)C)c1O
  7	0.8	-20	-20	8	-7	11	-6	-1
CCCN(CC1CC1)c1nc(N)c2c(N)nc(OC)cc2c1C#N
  8	1	-1	-22	35*	-1	2	2	-10
COc1nc(-c2ccccc2)ccc1-c1noc(-c2ccccc2)n1
  0	0.9	4	2	0	/	/	-3	-7
OCc1nc2ccccc2n1CC(O)Cn1ccc2ccccc21 (stereo not drawn)
  -5	1.9	29	-7	5	-1	-1	-9	2

(list continues)
mol | PostGolgi yeast | PLAP act | CD11b adhes inh | S1P2 blocker | PostGolgi ctrl | sEH activator | sEH inhibitor | S1P2 agonist | E coli WT exp
Cc1cccc(Cn2c(N3CCCCC3C)nc3c2c(=O)[nH]c(=O)n3C)c1 (stereo not drawn) | 1 | / | / | -20 | 31* | / | / | 0 | 5
CCOC(=O)N1CCC(NC(=O)Cn2ncc3c4ccccc4n(C)c3c2=O)CC1 | -1 | / | / | -8 | 17 | -3 | 2 | -12 | -5
O=C(NC1CCCCCCC1)c1cnccn1 | 4 | 1 | -10 | 20 | -3 | -12 | 11 | -10 | 9
Cc1ccc(S(=O)(=O)Oc2ccccc2/C=N/NC(=O)c2c(Cl)cnn2C)cc1 | / | / | / | -6 | / | 13 | -10 | -7 | /
Cc1ccc(NC(=O)c2cnn(-c3ccccc3)c2NC(=O)c2ccco2)cc1 | -5 | 1 | -10 | 14 | 13 | -3 | 4 | -7 | -8
COc1ccc(S(=O)(=O)N2CCSC2c2ccccc2)cc1 (stereo not drawn) | 10 | 1 | 3 | -10 | 26 | 5 | -1 | -8 | -15
Cc1cccc(OCCSCc2nc3ccccc3[nH]2)c1 | 2 | 1 | 25 | 8 | 23 | -4 | 5 | -7 | 35
O=C(NCCCN1CCOCC1)C1CC(=O)N(C2CCCCC2)C1 (stereo not drawn) | -3 | 1.2 | 14 | 7 | 2 | 10 | -11 | -3 | 3
COc1ccccc1-c1nc(SCC(=O)O)n[nH]1 | 2 | 1 | 2 | -6 | -10 | 7 | -9 | -3 | 0
Cc1ccc(Nc2nc(=O)[nH]nc2C)cc1 | -4 | 0.9 | -2 | 10 | 7 | -7 | 8 | -7 | -3
CN(C)C(=O)CSc1nc(SCC(=O)N(C)C)n(-c2ccccc2)n1 | 0 | 1 | -48 | -10 | 23 | 18 | -15 | -6 | 0
CCC(C)NS(=O)(=O)c1ccc(OCC(=O)NCC2CCCO2)cc1 (stereo not drawn) | 3 | 0.9 | / | 4 | 3 | 7 | -8 | -4 | -3
COc1cc(NC(=O)Cn2c(C)cc3ccccc3c2=O)cc(OC)c1OC | -3 | 1 | -22 | 3 | 2 | 18 | -18 | -5 | -6
CC(C)[C@H](NS(=O)(=O)c1ccccc1)C(=O)OCn1nnc2ccccc2c1=O | 9 | 0.9 | -2 | -14 | 13 | -10 | 10 | -6 | 4
O=C1N(CN2C(=O)C3(OCCO3)c3ccccc32)c2ccccc2C12OCCO2 | -4 | 0.9 | -6 | 13 | 8 | / | / | -6 | 1
O=c1cc(Nc2ccc3c(c2)OCCO3)[nH]c(=O)n1-c1ccc(Cl)cc1 | -16 | 1.1 | -26 | / | 11 | / | / | / | 7
COc1ccc(-n2nnnc2SCC(=O)N2C(C)CCCC2C)c(OC)c1 (stereo not drawn) | -5 | 1.6 | -13 | 8 | 10 | 2 | -1 | -4 | -2
CCOC(=O)c1cc(C#N)c(Oc2cccc(C(F)(F)F)c2)nc1-c1ccccc1 | -3 | 1 | 2 | 7 | 9 | 1 | 0 | -7 | -4
O=C(COc1cccc2ccccc12)Nc1nc2ccccc2[nH]1 | 0 | 1.5 | 0 | -21 | 16 | 3 | -4 | -4 | -7
Cc1cccc(OCCN2CSC(=S)N(C)C2)c1 | 7 | 0.5 | 2 | -9 | 7 | / | / | -4 | 40
CCN(c1ccccc1)S(=O)(=O)c1ccc(F)cc1C | -6 | 0.9 | -22 | -16 | 1 | -7 | 5 | 4 | -5
CC1(C)CC(=O)c2c(oc3cc(O)c(O)cc23)C1 | -1 | 0.9 | -15 | 23 | 4 | -9 | 8 | -3 | 4
